Assay outcomes from PubChem BioAssay.
KOR beta-arrestin-1 – kappa opioid receptor blockers – cell-based, luminescence, uHTS (AID 1778); KOR beta-arrestin recruitment, luminescence, antagonist mode; higher % means a stronger effect; inhibition, % at 10 µM, or IC50 in µM where a hit was titrated; 290,000 compounds, 0.091% hits; note: strong numbers were not always called active
KOR beta-arrestin-2 – kappa opioid receptor activators – cell-based, luminescence, uHTS, primary screen (AID 1777); KOR beta-arrestin recruitment, luminescence; higher % means a stronger effect; activation, % at 10 µM; hits with a dose series show EC50 in µM; 280,000 compounds, 0.02% hits; in the data active = activation above about 50%, passing the limit was not always enough; note: a part of the inactive calls stands beside numbers as strong as those of hits
NOD1 inhibition – inhibition of NOD1-driven NF-kB reporter – cell-based, luminescence, uHTS, primary screen (AID 1578); 290,000 compounds, 1% hits; inhibition, % at 4 µM, or EC50 in µM where a hit was titrated; NOD1-driven NF-kB luciferase reporter cells, luminescence; higher % means a stronger effect; in the data active = inhibition mostly above about 36%, no sharp cut-off; inactive = mostly below about 34%;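 note: HEK-293T reporter cells stimulated with the NOD1 agonist gamma-tri-DAP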
HEK293 NOD2/NF-kB – inhibition of NOD2-driven NF-kB reporter – cell-based, luminescence, uHTS, HEK293 (AID 1566); HEK293 NOD2/NF-kB luciferase reporter, luminescence; higher % means a stronger effect; inhibition, % at 4 µM; hits with a dose series show EC50 in µM; 290,000 compounds, 0.63% hits; note: many of its hits are not listed in these tables
GPR55 beta-arrestin – GPR55 agonists via beta-arrestin recruitment, primary screen, imaging, U2OS cells, beta-arrestin-GFP redistribution (AID 1961) | U2OS GPR55 beta-arrestin-GFP redistribution imaging; higher % means a stronger effect | activation, % at 10 µM; hits with a dose series show EC50 in µM | 290,000 compounds, 0.048% hits;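 active = activation above 40% with more than 50 cells counted in the well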;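 note: U2OS osteosarcoma cells stably expressing GPR55 and beta-arrestin-GFP; plate controls were DMSO negative control for no effect and LPI positive control for full effect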
NTR1 ag – agonists of NTR1, primary screen, imaging, U2OS cells, beta-arrestin-GFP, high content (AID 493036). 330,000 compounds, 0.17% hits. P30989. activation, % at 20 µM. NTR1-U2OS beta-arrestin-GFP spot imaging, agonist mode;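 active = activation at or above 40% of the spot to cytoplasm intensity ratio, with at least 20 cells analyzed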;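 note: 0% = DMSO without peptide and 100% = 100 nM NTR1 peptide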
Target sequence (P30989 whole entry, looked up): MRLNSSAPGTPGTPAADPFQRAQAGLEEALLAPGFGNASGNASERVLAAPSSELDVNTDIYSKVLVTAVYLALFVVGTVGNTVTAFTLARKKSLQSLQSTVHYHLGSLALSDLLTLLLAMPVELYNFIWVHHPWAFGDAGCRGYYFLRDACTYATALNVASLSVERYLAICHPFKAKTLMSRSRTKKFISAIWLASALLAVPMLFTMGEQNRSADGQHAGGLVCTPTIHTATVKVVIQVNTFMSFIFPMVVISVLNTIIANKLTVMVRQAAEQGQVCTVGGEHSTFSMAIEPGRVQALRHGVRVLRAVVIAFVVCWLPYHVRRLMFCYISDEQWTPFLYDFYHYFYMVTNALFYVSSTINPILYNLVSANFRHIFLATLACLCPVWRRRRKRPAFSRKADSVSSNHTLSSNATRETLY
ER stress rescue – protection against thapsigargin-triggered cell killing – 384-well, CSM14.1, ATP luminescence, primary screen (AID 1222); CSM14.1 thapsigargin-induced death rescue, ATP luminescence; higher % means a stronger effect; 190,000 tested, under 10 active; one-dose cellular ATP content (survival), % at 20 µM; EC50 in µM for titrated hits;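 active = EC50 below 50 µM in the dose-response confirmation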;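 note: death triggered by thapsigargin at about 15 µM added after 2 h compound pretreatment; cell ATP read after overnight thapsigargin exposure of roughly 18 to 22 hours; normalized against plate controls of thapsigargin alone and 5% DMSO vehicle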
TNAP activation fold – stimulation of alkaline phosphatase TNAP activity – biochemical, luminescent, no phosphate acceptor, uHTS, primary screen (AID 1001) | purified TNAP, luminescent activation assay, no phosphate acceptor; higher activation fold means a stronger effect | activation fold at 20 µM; hits with a dose series show EC50 in µM | 200,000 compounds, 0.03% hits; in the data active = activation fold from about 3, or a potency from the dose series; inactive = the rest, 99 in 100 with activation fold below about 1.6; note: many of its hits are not listed in these tables
Yfh1-off respiration – enhancers of respiration in Yfh1-depleted yeast, dose response, Friedreich's ataxia, plus single-dose screen (AID 1465); S. cerevisiae Yfh1-off respiration, WST-1 reduction, 72 h; higher fold induction means a stronger effect; one-dose fold induction at 50 µM; EC50 in µM for titrated hits; 220,000 compounds, 0.074% hits;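 active = fold induction of absorbance versus untreated yeast above a set limit, then at least 30% activation at any dose in follow-up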;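 note: activators that raise dye reduction in frataxin-depleted yeast; strong numbers were not always called active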
NTR1 ag cell count 20 µM – also measured in NTR1 ag; calls as there; cell count; measured here: cell count, cytotoxicity flag
* = called active by the depositor; i = inactive; . = no result given; [ ] = another dose, or the depositor's remark. Cut-off read from the data, not from the text of the source, unless noted: active = inhibition above about 50%; inactive = the rest. A portion of the library, so the mix of outcomes need not match the whole.

SMILES	KOR beta-arrestin-1	KOR beta-arrestin-2	NOD1 inhibition	HEK293 NOD2/NF-kB	GPR55 beta-arrestin	NTR1 ag	NTR1 ag cell count 20 µM	ER stress rescue	TNAP activation fold	Yfh1-off respiration
Cc1ccc(C)c(NC(=O)C(Sc2cccc[n+]2[O-])c2ccccc2)c1 (stereo not drawn)	-14%	5.2%	-34%	11%	-0.6%	1.7	64	-0.4%	1.1	i
Cc1cccn2c(=O)c(C=C(C#N)C#N)c(N3CCN(C)CC3)nc12	9%	-1.1%	-14%	10%	-0.1%	1.8	60	.	.	.
COc1ccc(CSc2nncn2C)cc1[N+](=O)[O-]	-2%	7.3%	-8%	13%	-0.3%	-1.3	45	1.8%	1	i
CCOc1ccc(S(=O)(=O)NCCSc2ccccc2)cc1	-7%	-0.8%	13%	27%	0.3%	0.1	76	-0.4%	0.9	i
CCCn1c2ccccc2c2nnc(SCC(=O)OC)nc21	15%	1.2%	16%	4%	-0.2%	1.5	67	1.6%	1.1	i
Cc1ccc(CN2CCN(CC(=O)NCc3ccccc3)CC2)cc1	-18%	4.0%	-5%	13%	0.9%	0.1	61	.	.	.
CCn1c(SCC(O)c2ccccc2)nnc1-c1ccccc1 (stereo not drawn)	-1%	-2.7%	-30%	-13%	0.0%	1.7	50	-2.0%	1.1	i
COc1ccc(C(=O)NC(=S)NNC(=O)c2ccc(O)cc2)cc1[N+](=O)[O-]	1%	-4.4%	-16%	12%	-0.2%	-0.8	46	.	.	.
O=C(CNC(=O)c1ccccc1)OCc1cccc(Br)c1	-1%	-5.1%	-11%	15%	0.0%	4.7	39	0.0%	1.1	i
COc1cccc(OCC(=O)Nc2cc(Cl)ccc2Oc2ccccc2)c1	-36%	1.0%	-21%	11%	-0.2%	0.8	68	1.2%	1.1	i
COc1cc(/C=N/NC2=NS(=O)(=O)c3ccccc32)cc(OC)c1OC	3%	-3.9%	-13%	7%	-0.1%	1.1	80	.	.	.
O=C(COC(=O)c1ccccn1)Nc1ccccc1Cl	-29%	13%	-24%	-13%	-0.3%	0.1	47	0.1%	1.1	i
CCCc1[nH]nc2c1C(c1ccc(OCCN3CCOCC3)c(OCC)c1)C(C#N)=C(N)O2 (stereo not drawn)	-4%	-0.6%	4%	7%	-0.1%	1.8	43	0.7%	1.1	i
CCOc1ccc(S(=O)(=O)N2CCCC(C(=O)NCc3ccccc3)C2)cc1 (stereo not drawn)	8%	1.9%	-31%	13%	-0.1%	0.9	55	.	.	.
COc1ccc(S(=O)(=O)Nc2c(C)nc3nc[nH]n3c2=O)cc1	-9%	6.6%	-11%	14%	-0.4%	-0.8	35	-2.2%	0.8	i
Cc1ccc(S(=O)(=O)CC(C)N2CCOCC2)c(S(=O)(=O)CC(C)N2CCOCC2)c1 (stereo not drawn)	16%	9.4%	27%	24%	0.2%	0.8	82	1.2%	0.9	i
CN(C1CCCCC1)S(=O)(=O)c1ccc(NC(=O)c2ccc(Br)o2)cc1	-7%	6.2%	40%	-10%	-0.2%	-0.6	55	-1.5%	1	i
COc1cc(CN2CCCC(C(=O)Nc3cccc(-n4cccn4)c3)C2)ccc1F (stereo not drawn)	-2%	1.4%	-17%	-5%	-0.1%	0.3	44	.	.	.
O=C1CSC2=NCN(c3ccccc3)CN12	2%	-0.4%	-24%	5%	-0.3%	4.6	79	-1.6%	1.1	i
COc1ccc([C@@H]2[C@@H]3C(=O)N(C(C)(C)C)C(=O)[C@@H]3[C@]3(CC(C)C)C(=O)N(c4ccccc4)C(=O)N23)cc1	-7%[20 µM]	-2.5%	-1%	1%	0.2%	-0.5	71	.	.	.
CCS(=O)(=O)Nc1ccc(-c2ccc(NS(=O)(=O)CC)c(OC)c2)cc1OC	-57%	9.8%	27%	12%	-0.2%	-0.9	42	-3.3%	1	i
C=CCN1C(=O)C(CC(=O)Nc2ccccc2)SC1=Nc1c(C)n(C)n(-c2ccccc2)c1=O (stereo not drawn)	2%	5.1%	16%	13%	0.3%	-0.6	48	-0.5%	1.1	i
CC(C)(C)OC(=O)NNC(=O)c1ccc(Cl)cc1	16%	-2.3%	0%	1%	-0.4%	1.3	51	-1.3%	1.1	i
COc1ccc(CN(C)Cc2nc3scc(-c4ccccc4)c3c(=O)[nH]2)cc1OC	25%	3.2%	7%	-9%	-0.4%	-0.8	58	-3.9%	1.3	i
O=C(Nc1cc(Cl)ccc1N1CCOCC1)c1cccnc1Cl	4%	1.3%	-8%	4%	-0.3%	0.7	41	.	.	i

(cont.)
SMILES	KOR beta-arrestin-1	KOR beta-arrestin-2	NOD1 inhibition	HEK293 NOD2/NF-kB	GPR55 beta-arrestin	NTR1 ag	NTR1 ag cell count 20 µM	ER stress rescue	TNAP activation fold	Yfh1-off respiration
Cc1ccc(N2C(=O)C(Cl)=C(NCc3ccccc3)C2=O)c(C)c1	10%	-2.3%	.	19%	-0.3%	1.2	42	-1.5%	0.9	i
COc1ccc(NC(=O)c2cc([N+](=O)[O-])ccc2N2CCCC2)cc1	8%	-3.0%	-24%	7%	-0.1%	1.6	93	-0.5%	0.9	i
Cc1ccc(C(=O)Nc2cccc(C(=O)N/N=C/c3ccccc3F)c2)cc1	-39%	-3.9%	-38%	-53%	0.0%	0.2	70	.	.	.
CC(C)(O)C#Cc1ccc(C(=O)N2CCN(c3ccccc3)CC2)cc1	-5%	-0.8%	-32%	11%	0.4%	-0.4	68	2.9%	1.1	i
CC(C)Cc1ccc(CN2CCCC(NC(=O)CCCN3CCCC3=O)C2)cc1 (stereo not drawn)	-36%	3.1%	-18%	-7%	-0.3%	-0.2	79	.	.	.
O=C(CCN1CCN(c2ccc(Cl)cc2)CC1)Nc1nccs1	-30%	-0.7%	17%	0%	0.0%	0.2	74	2.6%	1	i
CCN(CC)CCCNc1oc(-c2ccccc2[N+](=O)[O-])nc1C#N	22%	0.5%	-5%	4%	-0.1%	-1.0	67	.	.	i
CCN1CCN(c2oc(COc3ccc(-c4ccccc4)cc3)nc2C#N)CC1	-27%	4.2%	3%	-1%	-0.2%	0.2	34	-0.7%	1	i
COc1ccc(CN2CCN(c3ncnc4scc(-c5ccc(F)cc5)c34)CC2)cc1	-33%	0.8%	-10%	-17%	-0.1%	6.0	53	.	.	.
O=S(=O)(c1ccccc1)c1nc(-c2ccccc2)oc1N1CCCCC1	23%	-0.9%	5%	-14%	-0.1%	5.1	63	-0.7%	1.1	i
COc1ncnc2c1oc1nc(CC(C)C)c3c(c12)CC(C)(C)OC3	-35%	4.8%	-9%	-2%	0.2%	12	65	-2.7%	0.9	i
Fc1cc(F)c2nc(Nc3nc4c(F)cccc4s3)sc2c1	-29%	-2.7%	.	.	-0.3%	.	.	0.5%	2.7	i
COc1cc2cc(C(=O)N3CCOCC3)cc(-c3ccc(C)cc3)c2cc1OC	-6%	-0.9%	-12%	11%	0.0%	2.2	87	.	.	.
CC1CCc2sc(C(=O)Nc3ccc(N4CCOCC4)cc3)cc2C1 (stereo not drawn)	-7%	-3.2%	17%	36%	-0.3%	3.8	34	-0.7%	1.1	i
Cn1c(CSc2ncccn2)nnc1SCC(=O)N1CCCC1	-21%[20 µM]	.	-20%	-10%	0.7%	1.0	36	-1.2%	1	i
O=C(Nc1ccccc1)C1CC2CCCC(C1)C2=O (stereo not drawn)	-33%	2.7%	7%	26%	-0.2%	-0.7	49	3.0%	1.1	i
O=c1[nH]c(=S)[nH]c2c1C(c1ccc(Br)cc1)c1c([nH]c(=S)[nH]c1=O)O2	14%	-2.0%	1%	4%	0.0%	.	.	.	.	.
CC(=O)c1ccc(N2CC(C)(C)C2=O)cc1	-21%	-1.4%	-60%	-13%	-0.1%	-0.1	92	-0.1%	1.1	.
CC(=O)N/C(=C\c1ccc(F)cc1)C(=O)OCc1ccccc1	4%	1.6%	-8%	-2%	-0.1%	-1.4	101	.	.	.
O=C(OCC(=O)c1ccc[nH]1)c1ccccc1	11%	-5.8%	-18%	-10%	-0.4%	-1.8	49	2.3%	1.2	i
CC1(C)CC(NC2C3CC4CC(C3)CC2C4)CC(C)(C)N1 (stereo not drawn)	14%	3.7%	-7%	14%	-0.1%	-0.5	40	.	.	i
CCCc1cc(=O)n2nc(N3CCC(C(=O)NCc4ccc(C)o4)CC3)sc2n1	-15%	5.3%	-13%	-1%	-0.1%	-1.8	74	.	.	.
O=C(CSc1nncn1-c1ccccc1)Nc1ccc(N2CCOCC2)cc1	-10%	2.2%	-23%	-1%	-0.1%	-0.2	56	-1.3%	1	i
OCC[C@@H]1C[C@@H](O)[C@H](O)[C@]2(OCc3ccccc32)O1	-2%[20 µM]	-4.0%	13%	8%	-0.2%	3.2	91	.	.	.
CCOc1ccccc1CNC(=O)CCCc1cn(C)c2ccccc12	6%	0.1%	10%	1%	-0.2%	-0.4	94	4.7%	1.1	.

Next part.
SMILES	KOR beta-arrestin-1	KOR beta-arrestin-2	NOD1 inhibition	HEK293 NOD2/NF-kB	GPR55 beta-arrestin	NTR1 ag	NTR1 ag cell count 20 µM	ER stress rescue	TNAP activation fold	Yfh1-off respiration
C=CCOC(=O)C1=C(C)NC(=O)NC1c1ccc(O)cc1 (stereo not drawn)	26%[20 µM]	-3.6%	-22%	13%	-0.2%	-0.3	67	.	.	.
O=C(NNS(=O)(=O)c1ccc(F)cc1)c1ccccc1	-12%	4.1%	-5%	14%	-0.1%	-0.7	52	.	.	.
O=C(CSc1nnc2scc(-c3ccccc3)n12)N1CCCc2ccccc21	26%	-2.8%	6%	20%	-0.1%	4.2	77	2.5%	1.1	i
COc1ccccc1CNC(=O)CCS(=O)(=O)c1ccc2c(c1)CCN2C(C)=O	6%	-4.2%	-14%	22%	0.3%	-0.3	53	.	.	.
C=CCn1c(-c2ccccc2)nc2nc3ccccc3nc21	36%	4.6%	-12%	-16%	-0.3%	0.9	44	-1.5%	1	i
O=C(N/N=C/C(Cl)=C/c1ccccc1)c1ccccc1F	27%	-4.0%	30%	-118%	-0.2%	2.5	40	.	.	.
CCOC(=O)c1ccc(NC(=O)Cn2cnc3cc(C)c(C)cc32)cc1	.	.	33%*	34%	-0.1%	-0.8	66	.	.	i
CN(C)CCCN(C(=O)c1ccc(S(=O)(=O)N(C)C2CCCCC2)cc1)c1nc2ccc(F)cc2s1	-23%	0.9%	-39%	3%	-0.1%	17	49	.	.	.
CN(C)S(=O)(=O)N(CC(=O)Nc1ccccc1F)c1ccccc1	-27%	-5.9%	-5%	14%	0.7%	-0.2	81	-6.1%	1.1	i
CC(=O)N1CCC2(CC1)C(C#N)=C(N)Oc1n[nH]c(C(F)(F)F)c12	-16%	-3.6%	-33%	-4%	-0.2%	0.5	47	16%	1.1	i
O=C(Nc1cccc(F)c1)/C(=C/c1ccco1)NC(=O)c1ccco1	3%	-2.5%	3%	19%	-0.1%	-0.5	66	.	.	.
CCCCC#Cc1ccc(C(=O)NNC(=O)Nc2cc(Cl)cc(Cl)c2)o1	1%	-5.7%	0%	-13%	0.0%	1.5	53	.	.	i
